Source: PubChem BioAssay (The Scripps Research Institute Molecular Screening Center)
PAFAH1B3 FP inh = blocks human PAF acetylhydrolase 1B catalytic subunit 3; AID 492972; Q15102; recombinant PAFAH1B3, FP-rhodamine probe, fluorescence polarization; actives 0.28% (n = 340,000); inhibition, % at 3.39 µM;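 active means inhibition above the screen-wide average of all tested compounds plus 3 SD, cut at about 25% in these data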;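 further: 0% = enzyme with DMSO only and 100% = wells lacking PAFAH1B3 protein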
Target sequence (Q15102 whole entry, looked up): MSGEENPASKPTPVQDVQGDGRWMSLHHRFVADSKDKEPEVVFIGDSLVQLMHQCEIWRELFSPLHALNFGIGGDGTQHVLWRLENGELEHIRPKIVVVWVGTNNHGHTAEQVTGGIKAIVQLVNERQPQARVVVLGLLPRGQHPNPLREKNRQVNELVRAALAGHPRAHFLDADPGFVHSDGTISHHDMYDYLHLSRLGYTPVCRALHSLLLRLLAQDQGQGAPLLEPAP
LYPLA1 counter = counter-screen for PME1 inhibitors: inhibitors of human LYPLA1; AID 2174; actives 0.16% (n = 320,000); inhibition, % at 5.9 µM; O75608; recombinant LYPLA1, FP-Rh probe fluorescence polarization;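 active means inhibition above the mean of all tested compounds plus 3 SD, set per campaign, cut at about 14% in these data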;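 further: inhibitors block serine hydrolase probe labeling of LYPLA1 so polarization falls; 0% = enzyme with DMSO and 100% = wells lacking LYPLA1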
PAFAH2 inh = inhibitors of human PAFAH2; Q99487; recombinant PAFAH2, FP-rhodamine activity probe, fluorescence polarization; inhibition, % at 3.39 µM; actives 0.99% (n = 340,000); AID 492956;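 active means inhibition above the mean over all tested compounds plus 3 SD, cut at about 30% in these data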;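 further: inhibitors block probe labeling of enzyme so polarization drops; 0% = enzyme with DMSO and 100% = wells lacking PAFAH2 protein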
PAFAH1B2 FP inh = blocks human PAF acetylhydrolase 1b catalytic subunit 2. P68402. recombinant PAFAH1B2, FP-rhodamine activity probe, fluorescence polarization. inhibition, % at 3.39 µM. actives 1.2% (n = 340,000). AID 492953;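 active means inhibition above the mean of all tested compounds plus 3 SD, cut at about 24% in these data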;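 further: 0% = enzyme with DMSO and 100% = wells lacking PAFAH1B2; many of its hits are not listed in these tables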
EBNA-1 inhibitor = blocks EBNA-1 binding to DNA. actives 0.34% (n = 300,000). inhibition, % at 14.8 µM. AID 1950. EBNA-1 DNA binding, fluorescence polarization; in the data active means inhibition above about 28%
LYPLA2 inh = counter-screen for PME1 inhibitors: inhibitors of human LYPLA2; inhibition, % at 5.9 µM; recombinant LYPLA2, FP-Rh probe fluorescence polarization; AID 2177; actives 0.38% (n = 320,000); O95372;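 active means inhibition above the screen-wide mean plus 3 SD, limit set per campaign, cut at about 26% in these data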;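 further: 0% = LYPLA2 with DMSO and 100% = wells lacking LYPLA2 enzyme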
PREPL inhibitor = human PREPL enzyme inhibition; Q4J6C6; recombinant PREPL, fluorescence polarization activity-based probe; inhibition, % at 5.96 µM; actives 0.68% (n = 320,000); in the data active means inhibition above about 43%;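 further: 0% = enzyme with DMSO and 100% = wells lacking enzyme; many of its hits are not listed in these tables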
pPAFAH inh = pPAFAH (human) enzyme inhibition; Q13093; recombinant pPAFAH, FP-rhodamine probe fluorescence polarization; inhibition, % at 3.39 µM; actives 1.5% (n = 330,000);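 active means inhibition above the mean inhibition across the screen plus 3 SD, cut at about 25% in these data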;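 further: inhibitors block binding of the rhodamine activity-based probe so polarization drops; 0% = enzyme with DMSO and 100% = wells lacking pPAFAH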
Target sequence (Q13093 whole entry, looked up): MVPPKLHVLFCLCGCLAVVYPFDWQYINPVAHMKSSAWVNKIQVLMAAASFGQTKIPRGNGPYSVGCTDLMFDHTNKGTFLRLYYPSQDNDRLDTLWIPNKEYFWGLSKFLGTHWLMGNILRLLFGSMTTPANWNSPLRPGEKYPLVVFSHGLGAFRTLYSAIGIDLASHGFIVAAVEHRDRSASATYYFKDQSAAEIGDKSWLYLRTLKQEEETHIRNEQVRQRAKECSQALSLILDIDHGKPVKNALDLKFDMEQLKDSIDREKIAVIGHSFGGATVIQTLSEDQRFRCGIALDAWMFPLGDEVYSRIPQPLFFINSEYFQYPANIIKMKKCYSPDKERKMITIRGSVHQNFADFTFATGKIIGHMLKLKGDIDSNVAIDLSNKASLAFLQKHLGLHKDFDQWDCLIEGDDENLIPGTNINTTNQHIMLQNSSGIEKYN
ZTA counter = counter-screen for EBNA-1 inhibitors: inhibitors of Epstein-Barr virus ZTA. P03206. actives 0.15% (n = 320,000). inhibition, % at 11 µM. AID 2234. ZTA-DNA binding, fluorescence polarization; in the data active means inhibition above about 33%
Target sequence (P03206 whole entry, looked up): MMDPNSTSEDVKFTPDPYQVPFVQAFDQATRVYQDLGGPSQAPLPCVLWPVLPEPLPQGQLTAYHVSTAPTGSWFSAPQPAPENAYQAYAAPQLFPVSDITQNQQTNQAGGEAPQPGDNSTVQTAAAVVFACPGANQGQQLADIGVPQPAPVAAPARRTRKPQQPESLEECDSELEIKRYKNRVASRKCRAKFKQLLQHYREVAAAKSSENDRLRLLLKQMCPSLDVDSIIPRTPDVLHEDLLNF
* marks the source's active call; other numbers are inactive results; . = no result given. Not all compounds are listed (hit frequency here may not be typical).

Values run as follows: EBNA-1 inhibitor	pPAFAH inh	PREPL inhibitor	ZTA counter	PAFAH1B3 FP inh	LYPLA2 inh	PAFAH1B2 FP inh	PAFAH2 inh	LYPLA1 counter
> COc1ccc(NC(=O)C(NC(=O)c2ccccc2)C(C)C)cc1 (stereo not given)
 : -2	-1	-7	-4	2	-7	-1	-7	-4
> NC1=NC[C@@H](Cc2ccc(O)cc2)N1CCc1cccc(F)c1
 : 16	0	5	12	-4	1	-4	-7	2
> CC(C)(Oc1ccc(Cl)cc1)C(=O)NC1=NN(c2ccccc2)C(=O)C1
 : -8	22	2	-19	3	9	21	-4	3
> O=C(O)COc1ccc(NC(=O)c2ccc(NC(=O)c3ccco3)cc2)cc1
 : -5	0	-2	-3	2	5	6	-1	1
> Cc1cc(C)n2nc(SCCOc3ccc(F)cc3)nc2n1
 : -4	1	10	-10	-2	0	5	7	3
> Cn1nnc2cc(C(=O)N3CCN(c4ccccn4)CC3)ccc21
 : 0	1	-2	-2	-2	2	0	-3	0
> COC(=O)C(CO)Nc1ncnc2onc(-c3ccc(F)cc3)c12 (stereo not given)
 : -12	-2	13	4	8	1	6	-6	0
> CCOc1ccc(N2CC(C(=O)N3CCN(c4ccccn4)CC3)CC2=O)cc1 (stereo not given)
 : -12	1	18	-1	8	3	-1	-2	2
> O=C(N/C(=C/c1cccs1)C(=O)N1CCCCCC1)c1ccccc1
 : 10	5	18	8	-10	2	-1	5	1
> Cc1nc2nc(SCC(=O)NCc3ccco3)nn2c(C)c1Cc1c(F)cccc1Cl
 : -6	7	-36	-12	-3	-1	5	-7	-3
> COc1ccc(C(=O)NC2CCSc3ccccc32)cc1S(=O)(=O)N1CCOCC1 (stereo not given)
 : -14	2	6	-2	1	1	1	11	0
> CCOc1ccc(C(=O)NCC(=O)NNC(=O)c2cc(C)oc2C)cc1OCC
 : .	-3	1	.	1	.	1	-10	.
> Cc1ccc(NC(=O)COC(=O)Cn2cnc3c2c(=O)n(C)c(=O)n3C)c(Cl)c1
 : 0	1	4	6	7	-1	2	-2	-4
> O=C(NCCc1ccncc1)Nc1ccc(F)cc1
 : -10	0	4	-7	5	1	-1	-4	-2
> C=CCn1c2ccccc2c2nnc(SCc3[nH]c(=O)[nH]c3C(=O)CCCCC(=O)OCC)nc21
 : 5	9	15	-5	7	-4	4	3	-6
> CC(=O)N1CCN(C(=O)c2cc(S(=O)(=O)N(C)c3ccc(F)cc3)ccc2Cl)CC1
 : -12	-4	-6	2	2	2	5	4	2
> O=C(COc1ccc(Cl)cc1)Nc1ccccc1C(=O)NCc1ccco1
 : -3	-4	-14	10	1	0	-1	7	4
> COc1ccc2c(c1)CCc1cn3nc(C)cc3nc1-2
 : -4	10	15	-29	2	4	3	-6	1
> COc1ccc(C(C(=O)NC2CCCCC2)N(C(=O)c2cccs2)c2ccc3c(c2)OCO3)cc1 (stereo not given)
 : -1	3	7	-2	6	1	-1	-1	-2
> Cc1ccc(S(=O)(=O)Nc2c(C)nc3nc(C)[nH]n3c2=O)cc1
 : -11	0	10	-5	0	-1	3	2	-1
> CCc1c(C)nc2ncnn2c1NCCc1ccc(OC)cc1
 : 10	3	17	19	2	1	3	1	-3
> CCCN(CC(=O)Nc1ccccc1C)C(=O)c1ccc(C)c(S(=O)(=O)N2CCCCC2)c1
 : 8	0	-4	-6	5	3	1	5	4
> CS(=O)(=O)N1CCCC(C(=O)Nc2ccc(F)cc2F)C1 (stereo not given)
 : -12	-2	2	5	1	0	0	-2	0
> CCCCC1=CC2=CC(=O)C(C)(OC(=O)CC)C(=O)C2=CN1CCCOC(C)C (stereo not given)
 : 3	-1	3	-2	5	-2	-3	1	2
> O=C(Cc1cccs1)N1CCN=C1SCc1ccccc1F
 : -8	1	-5	-4	-4	1	-3	-2	-5
> CCN(CC)C(=O)c1cnn(-c2ccccc2)c1NC(=O)c1ccco1
 : 4	-1	8	-2	10	2	3	0	0
> CCc1cc2c(=O)n(CCC(C)C)c(=S)[nH]c2s1
 : 3	4	1	3	9	2	6	14	-1
> CCOC(=O)C1CCN(CC(=O)Nc2c(C(=O)OC)[nH]c3cccc(Cl)c23)CC1
 : -2	2	0	4	4	4	0	-3	3
> CCCn1c(SCC(=O)Nc2nc3c(s2)CCCC3)nc2c1c(=O)n(C)c(=O)n2C
 : 2	2	7	-17	6	0	3	-2	3
> O=[N+]([O-])c1ccc(C(=S)N2CCN(c3ccc(F)cc3)CC2)cc1
 : -34	-4	19	-6	15	3	0	11	0
> CNS(=O)(=O)c1cc2c3c(cccc3c1)C(=O)NC2=O
 : -8	1	28	2	8	7	8	8	4
> NC(=O)C[C@H](N)c1cn([C@@H](CC(N)=O)C(=O)N2CCNCC2)nn1
 : -3	3	15	-15	12	1	-1	-6	1
> CC(C)OC(=O)c1cccc2c1C(=O)c1ccccc1-2
 : -23	0	3	-11	10	-2	2	3	2
> NC(=S)N/N=C/c1ccc(-c2cc(Cl)ccc2Cl)o1
 : 14	18	5	-13	3	-8	-1	13	-11
> CCn1c(=S)sc2c(=O)n(CC(=O)NC(C)CCc3ccccc3)c(C)nc21 (stereo not given)
 : 2	-2	-18	3	9	-3	0	-2	-3
> COc1ccc(OC)c(CNc2c(C=O)c(=O)[nH]c3ccccc23)c1
 : -8	1	-6	-10	4	5	9	2	1
> Cc1ccc(Cl)cc1N1CCN(C(=O)c2ccc(NC3=NC4CS(=O)(=O)CC4S3)cc2)CC1 (stereo not given)
 : -5	1	4	-26	-9	2	-1	9	3
> Cc1cc2oc(=O)cc(CN3CCN(S(=O)(=O)c4cccs4)CC3)c2cc1C(C)C
 : 3	-1	-1	-7	5	13	4	-1	4
> COCC(=O)N1CCC(n2nccc2NC(=O)CCOc2ccccc2)CC1
 : -3	3	16	-27	5	6	3	-9	-1
> O=Cc1c(N2CCOCC2)nc2ccccn2c1=O
 : 4	0	-1	-3	-4	3	-4	-5	0
> O=C(NCc1nnnn1-c1ccc(F)cc1)C1CC(=O)N(c2ccc(F)cc2)C1 (stereo not given)
 : -13	4	-2	-10	2	5	1	10	1
> Cc1ccc(-c2csc(NCCc3nc4cc(Cl)c(Cl)cc4n3CCCO)n2)cc1
 : 0	7	20	9	0	-4	22	-4	-3
> NC(=O)CSc1nnc(-c2cccc(S(=O)(=O)N3CCOCC3)c2)n1C1CCCCCC1
 : 6	-1	6	-1	-4	5	-1	2	0
> CC(=O)Nc1ccc(S(=O)(=O)NNC(=O)c2cccc(Cl)c2)cc1
 : 10	-1	-6	8	1	7	2	-5	2
> COc1ccccc1CCNC(=O)c1ccccc1SCC(=O)N1CCCC1
 : .	-1	12	-14	3	-1	2	4	0
> CCC(CC)c1nnc(NC(=O)c2cccnc2SC)s1
 : -5	-2	10	-5	4	5	10	1	-1
> O=C(CCn1c(=O)c2cccn2c2cccnc21)N1CCN(c2cccc(Cl)c2)CC1
 : 3	2	22	-13	-3	12	2	-2	3
> C/C(N)=C(/C#N)C(=O)COC(=O)c1ccccc1O
 : 12	5	15	15	2	3	2	6	-2
> CCC/C(=N\NC(=O)c1cccc(C)c1)c1ccccc1
 : 0	-1	-3	4	-5	-3	-4	-4	0
> O=C(NCc1ccco1)c1cc(-c2ccccc2)nc2ccccc12
 : -6	-2	-10	17	7	1	-2	0	0

Continuation:
Values run as follows: EBNA-1 inhibitor	pPAFAH inh	PREPL inhibitor	ZTA counter	PAFAH1B3 FP inh	LYPLA2 inh	PAFAH1B2 FP inh	PAFAH2 inh	LYPLA1 counter
> CN(C)C(=O)c1cn(-c2ccccc2)nc1-c1cc2ccccc2o1
 : 6	7	-5	0	5	1	1	5	-2
> c1nc(NCC2CCCO2)c2[nH]cnc2n1 (stereo not given)
 : 7	1	9	-5	-1	-4	3	-6	-1
> NC(=O)c1c(NC(=O)c2cccnc2)sc2c1CCCC2
 : -12	-4	19	-11	.	-2	.	.	2
> Cc1ccc(NC(=O)N/C=C/c2ccco2)cc1
 : -5	23	6	-10	11	-5	3	-5	-4
> CCC1CN(C(=O)N2CCC(C(=O)NCc3cccc(F)c3)CC2)c2ccccc2O1 (stereo not given)
 : -7	-2	5	-12	6	-2	1	2	1
> NS(=O)(=O)c1ccc(CCNC(=O)CSc2ccc3ccccc3c2)cc1
 : 0	1	4	-18	16	3	10	0	-1
> Cc1ccc(SCc2ccc(C(=O)Nc3cccc([N+](=O)[O-])c3)cc2)cc1
 : 12	1	14	-2	4	-2	5	0	-3
> O=C1CCC2CCCCC2(O)O1 (stereo not given)
 : -11	5	2	-3	6	-1	6	7	-3
> CCCC(=O)Nc1c(O)c2ccccc2[nH]c1=O
 : -15	1	5	-17	-1	1	2	-3	0
> Cc1ccc(OCC(=O)Nc2nnc(S(=O)(=O)N3CCCCC3)s2)cc1
 : 10	18	0	7	11	-2	-4	16	-8
> CC(=O)c1ccc(-c2nc3ccccc3n2C)o1
 : 7	1	-3	11	8	-2	-1	4	1
> O=C(N1CCN(c2cccc(Cl)c2)CC1)C1(c2cccs2)CCOCC1
 : 10	5	-11	-17	-1	2	2	3	-3
> CCOc1ccccc1N1CCN(Cc2ccc(OC)c(OC)c2OC)CC1
 : 2	0	1	-9	1	-3	1	2	-2
> COc1cc(C(=O)Nc2ccc(S(=O)(=O)Nc3onc(C)c3C)cc2)cc(OC)c1OC
 : -3	5	-3	-1	0	9	-1	-4	-1
> O=C(CSc1nnc2ccccn12)c1ccc(Cl)cc1
 : -3	-1	5	-24	5	1	10	8	2
> Cc1nc2ncnn2c(C)c1CCC(=O)NCCC1=CCCCC1
 : 11	4	11	15	-1	0	-5	7	0
> O=c1c2cc(-c3ccccc3)sc2ncn1-n1cccc1
 : 26	2	-5	18	1	5	5	0	-2
> CN(Cc1cn[nH]c1-c1ccc2c(c1)OCO2)C1CCOCC1
 : -1	6	-5	2	8	3	6	4	0
> Cc1ccc(C2(C)CC(C)(C)N(C(=O)CSc3nnc(C)s3)c3ccccc32)cc1 (stereo not given)
 : 4	3	9	-2	-5	2	-3	5	1
> COc1ccc(C(=O)Nc2nc3ccccc3s2)c(OC)c1
 : -3	-2	-10	-3	6	-6	0	-5	-9
> O=C(NCCCN1CCOCC1)c1cccs1
 : 1	4	1	-8	1	0	6	-6	1
> CCOP(=O)(OCC)c1nc(-c2ccc(Cl)cc2Cl)oc1N1CCOCC1
 : 4	5	9	16	5	10	2	4	4
> CC(=O)C1=C(C)NC(=O)NC1c1cc(Br)ccc1OCC(N)=O (stereo not given)
 : 0	7	-3	24	1	-3	-1	4	0
> CCOCCCNC(=O)C(Cc1ccccc1)NC(=O)c1ccco1 (stereo not given)
 : -1	3	4	12	4	-2	2	0	-2
> Cc1cc(C(=O)N2CCc3ccccc32)n(-c2ccccc2)n1
 : 6	4	5	18	5	7	5	9	1
> O=S(=O)(Nc1ncccn1)c1ccc(NC(=S)NCCc2ccc(Cl)cc2)cc1
 : 1	1	-7	3	-3	1	44*	0	-1
> CCCN1C(=O)/C(=c2\sc3nc(=O)c(Cc4ccc(C)cc4)nn3c2=O)c2ccccc21
 : -2	9	2	6	1	-5	5	8	1
> CCN(CCO)Cc1cn[nH]c1-c1ccc(C)c(C)c1
 : -1	0	25	-8	1	7	2	-7	2
